PTHR1 agonist: PTHR1 (human) receptor agonism; Q03431; HEK293 GP2 PTHR1 cells, GloSensor cAMP luminescence, 1 h; Potency, µM (titrated, usually from 115 µM), for inactives: top-dose activation, actives largely listed as activators; 0.075% of 410,000 active; also: potency is read from the fitted curve at half-maximal effect; nearly all actives have a fitted effect of over 55% in size; some results filed as inactive show a strong effect at the top dose; inactives centre near -15; many of its hits are not listed in these tables
Target sequence (Q03431 whole entry, looked up): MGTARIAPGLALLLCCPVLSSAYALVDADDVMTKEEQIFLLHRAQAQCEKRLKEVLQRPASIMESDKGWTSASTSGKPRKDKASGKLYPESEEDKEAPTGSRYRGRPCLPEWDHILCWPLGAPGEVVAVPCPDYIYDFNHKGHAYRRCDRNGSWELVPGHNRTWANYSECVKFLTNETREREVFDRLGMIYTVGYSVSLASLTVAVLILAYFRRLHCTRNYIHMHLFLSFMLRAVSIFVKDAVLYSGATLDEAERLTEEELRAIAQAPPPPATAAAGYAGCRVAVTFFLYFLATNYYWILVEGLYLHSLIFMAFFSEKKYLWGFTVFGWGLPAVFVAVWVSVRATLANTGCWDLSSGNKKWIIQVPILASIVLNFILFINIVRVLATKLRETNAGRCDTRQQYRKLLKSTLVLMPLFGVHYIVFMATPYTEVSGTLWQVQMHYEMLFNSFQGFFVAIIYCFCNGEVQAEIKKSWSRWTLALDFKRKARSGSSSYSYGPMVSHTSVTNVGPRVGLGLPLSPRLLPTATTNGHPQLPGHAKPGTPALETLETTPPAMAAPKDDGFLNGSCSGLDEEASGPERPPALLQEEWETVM
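HEK-293-derived GP2 cells expressing PTHR1 and a GloSensor cAMP reporter, 3,000/well, plated overnight, given luciferin plus IBMX (each 0.5 mM as added) for 1 h at 37 °C, then compound for 1 h at 37 °C. Luminescence was read after 15 min at room temperature.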
Akt phos inh: Akt phosphorylation inhibition; activity change, % for hits at 50 µM; 0.32% of 360,000 active; Neuro2A IGF-stimulated pAkt S473 HTRF, 20 min; stronger effect = lower value; in the data active = activity change below about -80%; inconclusive = mostly about -51% to -80%; also: % is scaled to controls: 0 for no effect and ±100 for the full control effect
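Neuro2A cells (4,500/well, DMEM with 0.5% FBS) were treated with compound at a single 50 µM final concentration, stimulated with 6 nM IGF for 20 min at 37 °C, and lysed. Phospho-Akt Ser473 was read by HTRF as 665/615 ratio ×10^4.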
D3 antag: blocks the human D3 dopamine receptor. P35462. D3R cells, DiscoveRx beta-arrestin luminescence, antagonist mode; stronger effect = lower value. max response, negative = inhibition, %. 2.5% of 360,000 active; in the data active = max response below about -50%; inconclusive = no clear call, values can overlap the other calls; also: % is scaled to controls: 0 for no effect and ±100 for the full control effect; mostly tested at two doses, the higher about 12 µM
Target sequence (P35462 whole entry, looked up): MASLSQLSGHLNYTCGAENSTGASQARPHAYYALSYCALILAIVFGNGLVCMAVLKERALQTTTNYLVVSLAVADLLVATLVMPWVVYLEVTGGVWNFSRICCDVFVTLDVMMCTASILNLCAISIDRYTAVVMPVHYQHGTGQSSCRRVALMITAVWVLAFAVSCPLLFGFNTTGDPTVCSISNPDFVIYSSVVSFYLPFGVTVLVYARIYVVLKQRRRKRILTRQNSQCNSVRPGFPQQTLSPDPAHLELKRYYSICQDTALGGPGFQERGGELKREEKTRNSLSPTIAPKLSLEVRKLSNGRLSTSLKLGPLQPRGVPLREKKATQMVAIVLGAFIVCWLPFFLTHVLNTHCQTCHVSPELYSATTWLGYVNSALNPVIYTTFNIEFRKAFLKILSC
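Cells expressing the human receptor were seeded at 1500 cells/well, incubated overnight at 37 degrees C in 5% CO2, then exposed to library compounds with dopamine controls for 90 minutes at 37 degrees C before luminescent detection.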
CCT chaperon mod: cytosolic chaperonin activity modulation; purified chaperonin ATPase assay, HTRF ADP detection, 30 min; activity change, % (test concentration not listed), hits read low; 0.3% of 360,000 active; AID 651819; in the data active = activity change below about -30%; also: % is scaled to controls: 0 for no effect and ±100 for the full control effect
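First, chaperonin was dispensed at 40 nM or 20 nM final depending on batch activity. Next, compounds were pinned at 76 uM and ATP added at 10 uM. After 30 min at 37 °C, ADP detection reagents ran 30 min at ambient temperature.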
EPAC2 agonist: EPAC2 (human) agonism; EPAC2 activation, biochemical qHTS; response scale: 100% = 6.5 mM cAMP response; Potency, µM (top dose mostly 154 µM), without a hit: at the highest dose activation, usual class: activators; 0.079% of 360,000 active; also: potency is read from the fitted curve at half-maximal effect; nearly all actives have a fitted effect of over 50% in size
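Fluorescence exchange assay: 100 nM EPAC2 with 250 nM RAP1B-BODIPY-GDP and 50 uM GDP; compounds tested as a concentration-titration series (qHTS). Loss of Rap1-bound BODIPY-GDP fluorescence read at 480/540 nm; data normalized to 6.5 mM cAMP.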
D3 ag: activates the human D3 dopamine receptor; AID 652048; 0.58% of 410,000 active; D3R DiscoveRx beta-arrestin cells, luminescence, 90 min; max activation, %; P35462; in the data active = max activation above about 30%; also: 0% is about no effect; mostly tested at two doses, the higher about 12 µM
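Agonist mode: compounds and dopamine controls were applied to plated cells for 90 min at 37 degrees C after an overnight attachment at 1500 cells/well. Luminescent read-out followed 30 - 60 minutes at room temperature with DiscoveRx detection reagent.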
EPAC2 antag: EPAC2 (human) antagonism; 0.18% of 360,000 active; Potency, µM (top dose mostly 114 µM), without a hit: at the highest dose activity, negative = inhibition, actives largely listed as inhibitors; AID 720708; EPAC2 GEF exchange of Rap1B-BODIPY-GDP, fluorescence; also: potency is read from the fitted curve at half-maximal effect; % is scaled to controls: 0 for no effect and ±100 for the full control effect; nearly all actives have a fitted effect of over 45% in size; many of its hits are not listed in these tables
MmCpn inh: M. maripaludis TRiC chaperonin inhibition; purified Mm-Cpn ATPase, ADP Transcreener TR-FRET; Potency, µM (highest dose often 76.9 µM), for the others: at the highest dose activity, negative = inhibition, hits mostly inhibitors; 0.031% of 330,000 active; AID 504842; also: potency is read from the fitted curve at half-maximal effect; % is scaled to controls: 0 for no effect and ±100 for the full control effect; nearly all actives have a fitted effect of over 80% in size
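Inhibition of chaperonin ATP hydrolysis is measured as reduced ADP production, detected by competitive TR-FRET in which signal falls with ADP. Final enzyme 25 nM and ATP 10 uM, reacted 30 min at 37°C.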
Active calls of the source: *; i = inactive; ? = inconclusive; . = no result given; [ ] = remark or other dose. Unless noted, calls follow the shape of the dose curve; as a rule, active = well fitted curve in the direction sought with a large enough effect; inconclusive = small, poorly fitted or top-dose-only effect, or another doubt; inactive = no such curve, though single readings can be large; an effect the other way counts as inactive or inconclusive.

SMILES | PTHR1 agonist | Akt phos inh | D3 antag | CCT chaperon mod | EPAC2 agonist | D3 ag | EPAC2 antag | MmCpn inh
COc1cccc(Nc2nc(C(N)c3ccccc3)cs2)n1 (stereo not given) | 1% | i | 5 | -1.3 | 12% | 2 | 8% | .
COCCCNC(=S)N1CCN(S(C)(=O)=O)CC1 | -19% | i | 3 | 1.5 | -3% | -1 | ? | -1%
CS(=O)(=O)N(CC(=O)NCCC1=CCCCC1)c1ccc2c(c1)OCO2 | i | i | -15 | 0.0 | 6% | -3 | 2% | 1%
CC(=O)NCCc1nc2cc(NC(=O)c3ccc(Cl)cc3)ccc2n1C | -12% | i | -2 | 0.0 | 7% | 4 | 5% | -2%
O=C(Nc1cccc(Cl)c1)Nc1ccc2c(c1)C(=O)OC2 | -18% | i | -24 | -0.4 | 3% | 0 | 0% | 3%
CCOc1cc(NC(=O)CC(C)C)c(OCC)cc1NC(=O)CCn1nnc2ccccc21 | ? | i | 0 | 0.2 | 6% | -1 | -1%[57.1 µM] | -1%
Cc1cccc(NS(=O)(=O)c2ccc3c(c2)NC(=O)CO3)c1C | -36%[inhibitor] | i | -15 | -0.3 | 13% | -3 | -11% | 2%
Cc1ccccc1CNC(=O)CN1C(=O)c2ccccc2S1(=O)=O | -23% | i | -4 | -1.9 | 3% | -5 | 7% | -1%
CN(C)C(CNc1ccc(S(C)(=O)=O)cc1[N+](=O)[O-])Cc1ccccc1 (stereo not given) | i | i | -24 | 0.2 | 8% | -8 | -4% | 2%
CCOC(=O)N1CCc2c(sc3nc4n(c(=O)c23)N=C(C)CS4)C1 | -22%[57.5 µM] | i | -1 | -0.7 | -11% | -3 | -18%[57.1 µM] | 1%
O=C(NCC1CCCO1)c1cc(NS(=O)(=O)c2cccs2)cc(NS(=O)(=O)c2cccs2)c1 (stereo not given) | 28% | i | -2 | -0.5 | 4% | 0 | -14% | -3%
COc1ccc2cc(CCNC(=O)c3c(-c4ccccc4Cl)noc3C)c(=O)[nH]c2c1 | i | i | 15 | -0.4 | 2% | 13 | 5% | -3%
COCCN(C(=O)c1snc(C(N)=O)c1N)C(C(=O)NC1CCCCC1)c1cc(OC)c(OC)c(OC)c1 (stereo not given) | 17% | i | 0 | -5.9 | 5% | -5 | 2% | -3%
COc1ccc(-c2cc(C(F)(F)F)nc(SCCC(=O)N3CCOCC3)n2)cc1 | i | i | 18 | -2.2 | -23% | 6 | -3% | 0%
CCc1cccc2c1NC1(CCCC1)CC2C (stereo not given) | -10% | i | 14 | -0.7 | 4% | -5 | -25% | -2%[15.4 µM]
CCn1c(/C=C2\C(=O)Nc3ccccc32)nc2ccccc2c1=O | -69%[inhibitor] | i | 26 | -2.2 | 4% | -12 | -1% | 1%
O=S(=O)(NCCc1nnc2ccc(SCc3cccnc3)nn12)c1ccccc1 | i | i | 30 | -0.3 | -6% | 2 | 4% | 0%
CCOc1ccc(S(=O)(=O)N/N=C(\C)Cc2ccc(OC)cc2)cc1 | i | i | 6 | -4.7 | 1% | 6 | -1% | 1%
Cc1ccc(Sc2ccc(NC(=O)c3ccc(F)cc3)cc2C#N)cc1 | -72%[inhibitor] | i | 0 | 0.6 | -17% | -9 | ? | .
COc1ccc(NS(=O)(=O)c2cc(NC(=O)C3CC3)ccc2N2CCOCC2)cc1 | i | i | -1 | 0.9 | 5% | -1 | -2% | 0%
Cc1ccc(S(=O)(=O)N2CCC(=O)N(C(COCc3ccc(Cl)c(Cl)c3)Cc3ccccc3)CC2)cc1 (stereo not given) | -11% | i | 1 | -1.8 | -4% | -15 | -11% | 0%
COc1ccccc1/C=C/C(=O)OCC(=O)Nc1cc(C(F)(F)F)ccc1N1CCOCC1 | i | i | -2 | -2.1 | 8% | -2 | -7% | 1%
CSc1ccccc1OCc1cc(C(=O)N2CCN(c3ccccc3)CC2C)no1 (stereo not given) | -42%[inhibitor] | i | 2 | 0.0 | 7% | 7 | 4% | -4%
COc1ccc(C(=O)n2nc(-c3ccco3)nc2SC)cc1OC | -14% | i | -25 | -5.8 | 13% | -8 | -5% | 3%
COc1cccc(C(O)Cc2nc3ccccc3n2C)c1OC (stereo not given) | -18% | i | 9 | -1.8 | 13% | -1 | 5% | 0%
NC(=S)NN=Cc1ccc(-c2ccc(S(=O)(=O)Nc3ncccn3)cc2)o1 | i | i | -10 | 0.6 | 0% | 3 | 0% | -3%
C[C@@H]1CN([C@@H](C)CO)S(=O)(=O)c2ccc(Br)cc2O[C@H]1CN(C)C(=O)c1ccc2c(c1)OCO2 | -26% | i | ? | -1.3 | 19% | 4 | -3% | .
Cc1ccnc(NC2(C(F)(F)F)N=C(c3ccccc3)NC2=O)c1 (stereo not given) | i | i | 28 | -1.4 | -3% | 9 | 3% | 2%
COc1ccc(NS(=O)(=O)c2c(C(=O)N3CCCCCC3)c(C)n(C)c2C)cc1OC | i | i | 1 | 0.9 | -6% | -14 | -9% | 0%
CCCCN1C(=O)C(CC(=O)NCc2cccs2)CC(C(=O)N(C(C)C)C(C)C)=C1C (stereo not given) | -21% | i | 18 | 1.5 | -2% | -3 | 0% | .
CC(C)NC(=O)NC(=O)COC(=O)c1ncc(Cl)c(Cl)c1Cl | -3% | i | 1 | -2.4 | 5% | -8 | -9% | -6%
Cc1c(C(=O)N2CCN(c3ccccn3)CC2)oc2c(F)cccc12 | 56% | i | -12 | -1.7 | 10% | 60* | 0% | 0%
O=C(C1=C[C@H](C2CCCCC2)C[C@H](OCCCCO)O1)N1CCN(Cc2ccc3c(c2)OCO3)CC1 | -6% | i | -15 | -1.1 | 2% | -33 | -22% | .
Cc1cccc(CSCCNC(=O)CN(c2cc(C)cc(C)c2)S(C)(=O)=O)c1 | i | i | 12 | -1.1 | 7% | 2 | -16% | 1%
Cn1nccc1C(=O)OCC(=O)Nc1ccccc1 | i | i | 13 | 0.4 | 6% | 4 | 3% | 1%
Clc1ccc(C=NN2CCCCCC2)cc1 | -37%[inhibitor] | i | -24 | -1.5 | 5% | -5 | 8% | .
Clc1ccc(-c2nnnn2-c2ccc(Cl)cc2)cc1 | -11% | i | -8 | -2.9 | 3% | -2 | -13% | 2%
CC1=CCC(COC(=O)Nc2ccccc2)CC1 (stereo not given) | -14% | i | -20 | 1.0 | 12% | 4 | 0% | 0%
COc1ccc(S(=O)(=O)N2CCOCC2)cc1NC(=O)Cc1ccccc1Cl | -17% | i | 1 | 0.7 | -3% | 2 | 8% | 2%
CCOc1ccc(NC(c2ccccn2)c2oc(CO)cc(=O)c2O)cc1 (stereo not given) | -21% | i | 9 | 0.9 | -3% | -1 | 4% | 0%
Cn1cc(S(=O)(=O)c2ccccc2)c(=O)c2cc(Cl)ccc21 | -15% | i | 20 | -1.4 | -2% | 4 | 0% | -2%
O=C(NCc1cn2ccccc2n1)c1ccc2c(c1)OCO2 | -5%[57.5 µM] | i | 6 | 0.2 | -2% | -1 | 2% | -1%
Cc1ccc(NC(=O)c2cc([N+](=O)[O-])ccc2N2CCOCC2)cc1S(=O)(=O)N1CCOCC1 | -24% | i | -10 | 1.4 | 6% | -16 | 9% | -2%
NC(=O)c1ccc(NCC2COc3ccccc3O2)c([N+](=O)[O-])c1 (stereo not given) | -8% | i | 11 | 1.3 | -6% | -3 | 6% | 0%
CCn1c(=O)n(Cc2ccco2)c(=N)c2c3c(sc21)COC(C)(C)C3 | i | i | 17 | -2.1 | 7% | 0 | -1% | 2%
CCCCNCc1nc2ccccc2c(=O)[nH]1 | 3% | i | ? | -1.9 | 5% | -10 | 1% | -3%
Cc1ccc(OCC(=O)Nc2ccc(C(=O)O)cc2NC(=O)COc2ccc(C)c(C)c2)cc1C | -11% | i | -5 | -1.9 | -10% | -4 | -8% | -14%
CCOc1ccccc1-c1c2cc(O)c(=O)cc-2oc2cc(O)c(O)cc12 | -5% | i | -58* | -1.0 | -360%[inhibitor] | -15 | . | -1%
O=C(/C=C\Nc1cccc(F)c1)c1cccs1 | -26% | i | -2 | -0.7 | 15% | 2 | 2% | 0%
Cc1cc(N2CCN(C)CC2)nc2ccc(NC(=O)CCC(=O)NCCc3ccc(Cl)cc3)cc12 | -36%[inhibitor] | i | 1 | 1.4 | -2% | -2 | -1% | -13%

Some of the entries above, reformatted.
smiles	PTHR1 agonist	Akt phos inh	D3 antag	CCT chaperon mod	EPAC2 agonist	D3 ag	EPAC2 antag	MmCpn inh
Cc1ccc(OCC(=O)Nc2ccc(C(=O)O)cc2NC(=O)COc2ccc(C)c(C)c2)cc1C	-11%	i	-5	-1.9	-10%	-4	-8%	-14%
Cc1cc(N2CCN(C)CC2)nc2ccc(NC(=O)CCC(=O)NCCc3ccc(Cl)cc3)cc12	-36%[inhibitor]	i	1	1.4	-2%	-2	-1%	-13%
CCCCNCc1nc2ccccc2c(=O)[nH]1	3%	i	?	-1.9	5%	-10	1%	-3%
O=C(/C=C\Nc1cccc(F)c1)c1cccs1	-26%	i	-2	-0.7	15%	2	2%	0%

Six structures out of the list, ordered by formula weight, smallest number first.
SMILES | PTHR1 agonist | Akt phos inh | D3 antag | CCT chaperon mod | EPAC2 agonist | D3 ag | EPAC2 antag | MmCpn inh
O=C(/C=C\Nc1cccc(F)c1)c1cccs1 | -26% | i | -2 | -0.7 | 15% | 2 | 2% | 0%
O=C(NCc1cn2ccccc2n1)c1ccc2c(c1)OCO2 | -5%[57.5 µM] | i | 6 | 0.2 | -2% | -1 | 2% | -1%
CCn1c(=O)n(Cc2ccco2)c(=N)c2c3c(sc21)COC(C)(C)C3 | i | i | 17 | -2.1 | 7% | 0 | -1% | 2%
CCOc1ccccc1-c1c2cc(O)c(=O)cc-2oc2cc(O)c(O)cc12 | -5% | i | -58* | -1.0 | -360%[inhibitor] | -15 | . | -1%
Cc1ccc(NC(=O)c2cc([N+](=O)[O-])ccc2N2CCOCC2)cc1S(=O)(=O)N1CCOCC1 | -24% | i | -10 | 1.4 | 6% | -16 | 9% | -2%
Cc1cc(N2CCN(C)CC2)nc2ccc(NC(=O)CCC(=O)NCCc3ccc(Cl)cc3)cc12 | -36%[inhibitor] | i | 1 | 1.4 | -2% | -2 | -1% | -13%

Source: PubChem

These rows are one share of the data; rates above refer to the full screens.
